Source: PubChem BioAssay (The Scripps Research Institute Molecular Screening Center)
TbREL1 inh – TbREL1 inhibition, primary screen | P86926 | TbREL1 RNA ligation, FRET fluorescence | inhibition, % at 9.66 µM | 0.49% of 89,000 active;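 active means inhibition above the mean inhibition across all screened compounds plus 3 SD, cut at about 11% in these data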;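 further: 0% = plate median of test wells and 100% = NSC42067 control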
Target sequence (P86926 whole entry, looked up): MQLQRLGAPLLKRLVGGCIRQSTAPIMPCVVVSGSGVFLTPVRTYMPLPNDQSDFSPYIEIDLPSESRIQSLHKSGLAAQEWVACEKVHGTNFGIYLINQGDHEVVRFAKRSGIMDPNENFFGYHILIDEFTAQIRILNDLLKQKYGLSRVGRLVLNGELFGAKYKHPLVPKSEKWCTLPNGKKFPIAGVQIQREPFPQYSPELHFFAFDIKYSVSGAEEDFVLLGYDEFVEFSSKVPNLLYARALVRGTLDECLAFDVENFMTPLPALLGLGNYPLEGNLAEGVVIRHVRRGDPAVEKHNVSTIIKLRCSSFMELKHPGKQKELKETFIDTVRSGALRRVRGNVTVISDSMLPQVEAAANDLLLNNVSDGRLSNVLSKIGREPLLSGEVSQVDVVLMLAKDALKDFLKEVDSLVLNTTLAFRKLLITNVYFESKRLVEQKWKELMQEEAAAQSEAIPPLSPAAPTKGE
Starred values were filed as active, the others as inactive. Not all compounds are listed; rates above refer to the full screens.

What do the screens show for `C[C@H](O)[C@@H]1C(=O)N2CCc3c([nH]c4ccccc34)[C@@H]2C[C@@H]1N(C)C(=O)NC1CCCCC1`?
TbREL1 inh: 1

Results for Cc1ccccc1OCCC(=O)N(CC(C)C)c1c(N)n(Cc2ccccc2)c(=O)[nH]c1=O ?
TbREL1 inh: -3

Results for CCN(CC)C(=O)c1ccc(CS(=O)(=O)c2ccc(OC)cc2)o1 ?
TbREL1 inh: 2

How did Nc1nonc1-c1nc2ccccc2n1CC(=O)N/N=C\c1ccc(-c2ccc(Cl)cc2)o1 do in these assays?
TbREL1 inh: 3

How did CCOc1ccc(C(=O)Nc2nc(C)c(C(=O)OC)s2)cc1 do in these assays?
TbREL1 inh: 3

What do the screens show for `Cc1nn(CC(=O)Nc2nccs2)c(C)c1[N+](=O)[O-]`?
TbREL1 inh: -3

How did CCOc1ccc2nc(SCC#N)c(C#N)cc2c1 do in these assays?
TbREL1 inh: 3

Results for COC(=O)c1c(NC(=O)c2ccc(OC(C)C)cc2)sc2c1CC(C)(C)NC2(C)C ?
TbREL1 inh: 8

What do the screens show for `CCN1C(=O)[C@H]2[C@@H](c3ccc(-c4cccc(Cl)c4)c(OC)c3)N3CCC[C@@]3(C(=O)OC)[C@H]2C1=O`?
TbREL1 inh: -2

Results for O=S(=O)(c1ccc(Oc2ccccc2)cc1)N1CCOCC1 ?
TbREL1 inh: -2

6 entries already listed, arranged by molecular weight, lowest first.
How did CCOc1ccc2nc(SCC#N)c(C#N)cc2c1 do in these assays?
TbREL1 inh: 3

How did CCOc1ccc(C(=O)Nc2nc(C)c(C(=O)OC)s2)cc1 do in these assays?
TbREL1 inh: 3

Results for CCN(CC)C(=O)c1ccc(CS(=O)(=O)c2ccc(OC)cc2)o1 ?
TbREL1 inh: 2

Results for Cc1ccccc1OCCC(=O)N(CC(C)C)c1c(N)n(Cc2ccccc2)c(=O)[nH]c1=O ?
TbREL1 inh: -3

How did Nc1nonc1-c1nc2ccccc2n1CC(=O)N/N=C\c1ccc(-c2ccc(Cl)cc2)o1 do in these assays?
TbREL1 inh: 3

What do the screens show for `CCN1C(=O)[C@H]2[C@@H](c3ccc(-c4cccc(Cl)c4)c(OC)c3)N3CCC[C@@]3(C(=O)OC)[C@H]2C1=O`?
TbREL1 inh: -2

More entries.
What do the screens show for `CCN(CC)C(=O)CSc1nnc(-c2cccs2)o1`?
TbREL1 inh: 1

How did CCCCn1c(N)c(N(CCOC)C(=O)CN2c3ccccc3CC2C)c(=O)[nH]c1=O (stereo not drawn) do in these assays?
TbREL1 inh: -5

How did O=c1[nH]c(=O)n(Cc2ccco2)c2c1C(C(F)(F)F)(C(F)(F)F)N=C(Cc1ccccc1)N2 do in these assays?
TbREL1 inh: -2

Results for CCCCN(C)Cc1c(O)ccc2c(-c3ccccc3)cc(=O)oc12 ?
TbREL1 inh: -2

How did CCOC(=O)C1=C(CS(=O)(=O)c2ccc(C)cc2)NC(=O)NC1c1cc(OC)c(OC)c(OC)c1 (stereo not drawn) do in these assays?
TbREL1 inh: 3

Results for COc1ccc(OC)c(Nc2cc(-c3ccccc3)nc(N)n2)c1 ?
TbREL1 inh: -2

Results for COC(=O)C1=C(N)Oc2cc(C)n(CCc3ccccc3)c(=O)c2C1c1cccnc1 (stereo not drawn) ?
TbREL1 inh: -2

Results for COc1cccc(CNC(=O)CN(C)S(=O)(=O)c2ccc(Br)s2)c1 ?
TbREL1 inh: 0

Results for O=C(C1CCN(S(=O)(=O)c2cccc3nsnc23)CC1)N1CCc2ccccc21 ?
TbREL1 inh: -1

Results for Cc1nn(-c2ccccc2)c(Cl)c1C(=O)N(C)CC(=O)Nc1cccc(F)c1 ?
TbREL1 inh: 1

How did O=[N+]([O-])c1ccc(-c2nc(NCC3CCCO3)c3ccccc3n2)cc1 (stereo not drawn) do in these assays?
TbREL1 inh: 0

What do the screens show for `CN(c1ccccc1C(=O)N1CCN(c2ccccc2F)CC1)S(=O)(=O)c1ccccc1`?
TbREL1 inh: -3

How did CC(C)=N/N=C1/NC(=O)C(c2ccc(Cl)cc2)S1 (stereo not drawn) do in these assays?
TbREL1 inh: 1

What do the screens show for `COCCNC(=O)c1ccccc1NC(=O)c1ccccc1N(C)S(=O)(=O)c1ccc(C)cc1`?
TbREL1 inh: 0

Results for CN1CCCCC(NC(=O)C23CC4CC(CC(C4)C2)C3)C1=O (stereo not drawn) ?
TbREL1 inh: 2

Results for OCCNc1cc(-n2nc(-c3ccccc3)cc2-c2ccccc2)ncn1 ?
TbREL1 inh: -2

How did Oc1ccc(Cl)cc1CNCc1cccc2ccccc12 do in these assays?
TbREL1 inh: 6

Results for OC1c2cc(Cl)cc(Cl)c2N=C2CCCN21 (stereo not drawn) ?
TbREL1 inh: 2

How did CCOc1ccc(C(C)NC(=O)Nc2ccccc2C(=O)OC)cc1 (stereo not drawn) do in these assays?
TbREL1 inh: 3

Results for Nc1cc(=O)[nH]c(=O)n1Cc1ccccc1 ?
TbREL1 inh: 0

Results for CCNS(=O)(=O)c1ccc(S(=O)(=O)N(Cc2ccccn2)C2CCCCC2)cc1 ?
TbREL1 inh: 0

What do the screens show for `Fc1ccccc1N1CCN(Cc2nc(-c3ccc(Cl)cc3Cl)no2)CC1`?
TbREL1 inh: -3

Results for CC1CN(C(=S)Nc2cccc(F)c2)CC(C)O1 (stereo not drawn) ?
TbREL1 inh: -7

Results for CCCCn1c(SCC(=O)Nc2nnc(C)s2)nnc1-c1ccoc1C ?
TbREL1 inh: 0

How did O=C(COc1ccc2ccccc2c1)NNC(=O)[C@@H]1CCCC[C@@H]1C(=O)O do in these assays?
TbREL1 inh: 0

Results for Cc1ccc(/C=C/C(=O)NCc2cccs2)cc1 ?
TbREL1 inh: -1

How did Cc1nc(SCCc2nc3ccccc3[nH]2)c2oc3ccccc3c2n1 do in these assays?
TbREL1 inh: 4

What do the screens show for `O=C(c1nc2nc(-c3ccccc3)cc(C(F)(F)F)n2n1)N1CCOCC1`?
TbREL1 inh: 2

Results for Cc1ccc2c(c1)C(=O)C(=O)N2CCCOc1ccccc1 ?
TbREL1 inh: 1

What do the screens show for `Cc1ccc(C)c(Sc2ccc(NC(=O)CCN3C(=O)NC4(CCCC4)C3=O)cc2)c1`?
TbREL1 inh: -2

What do the screens show for `CCCc1cc(=O)[nH]c2nnc(SCC(=O)Nc3ccc4c(c3)OCCO4)n12`?
TbREL1 inh: 0

What do the screens show for `Cn1nc(-c2ccc(Cl)cc2)cc1NC(=O)CC(C)(C)CC(=O)O`?
TbREL1 inh: 0

How did COc1ccccc1C#CC1=CC(=O)C[C@H](c2ccc(F)cc2)C1 do in these assays?
TbREL1 inh: 3

Results for Nc1ccccc1-c1nc2ccncc2[nH]1 ?
TbREL1 inh: 4

What do the screens show for `Cc1[nH]n(-c2nc(-c3ccccc3F)cc(=O)[nH]2)c(=O)c1CCO`?
TbREL1 inh: -1

What do the screens show for `O=C(C1CCCN(S(=O)(=O)c2cccc3nsnc23)C1)N1CCc2ccccc2C1` (stereo not drawn)?
TbREL1 inh: 2

How did Cc1ccc(Cl)cc1NCN1C(=O)c2ccccc2C1=O do in these assays?
TbREL1 inh: 0

Results for CN1/C(=C\C=N\NC(=O)c2cccnc2)C(C)(C)c2ccccc21 ?
TbREL1 inh: -2

What do the screens show for `Cc1ccc(NC(=O)c2ccc3c(c2)C(=O)N(c2cc(C)ccc2C)C3=O)nc1`?
TbREL1 inh: 2

Results for CC12CCC(=O)N1C(C(=O)Nc1nc3ccccc3s1)CS2 (stereo not drawn) ?
TbREL1 inh: 9

Results for Cc1ccccc1NC(=O)Cc1nnc(SCC(=O)NC2CCCCC2)n1C ?
TbREL1 inh: 6

How did CC(=O)c1cccc(NC(=O)Nc2cnn(Cc3ccc(Cl)cc3Cl)c2)c1 do in these assays?
TbREL1 inh: -2

What do the screens show for `Cc1ccc(C)c(S(=O)(=O)NCCCn2ccnc2)c1`?
TbREL1 inh: 0

How did Cc1cc(C)c(NC(=O)CSc2nc3ccccc3c(=O)n2CCCN2CCOCC2)c(C)c1 do in these assays?
TbREL1 inh: 5

Results for O=C(CC1CCCC1)OCn1nnc2ccccc2c1=O ?
TbREL1 inh: 7

Results for O=C(O)c1cc(N/N=C/c2ccc(-c3ccc(F)cc3)o2)ccc1Cl ?
TbREL1 inh: -5

How did O=c1[nH]c(N2CCOCC2)nc2ncn(Cc3ccccc3)c12 do in these assays?
TbREL1 inh: -2

How did COc1cccc(CNC(=O)C2CCN(S(=O)(=O)c3c(C)nn(C)c3C)CC2)c1 do in these assays?
TbREL1 inh: -4

How did COc1ccc2nc3oc(C(=O)N4CCN(c5cccc(C(F)(F)F)c5)CC4)cc3cc2c1 do in these assays?
TbREL1 inh: -2

How did Cc1cnc(NC(=O)c2cc(-c3ccccc3)nn2-c2ccccc2)s1 do in these assays?
TbREL1 inh: 4

Among those listed so far, 3 contain a CF3 group:
How did O=c1[nH]c(=O)n(Cc2ccco2)c2c1C(C(F)(F)F)(C(F)(F)F)N=C(Cc1ccccc1)N2 do in these assays?
TbREL1 inh: -2

What do the screens show for `O=C(c1nc2nc(-c3ccccc3)cc(C(F)(F)F)n2n1)N1CCOCC1`?
TbREL1 inh: 2

How did COc1ccc2nc3oc(C(=O)N4CCN(c5cccc(C(F)(F)F)c5)CC4)cc3cc2c1 do in these assays?
TbREL1 inh: -2

Further structures
What do the screens show for `CCN1C[C@@H]2[C@@H]3C(=O)N(Cc4ccccc4)C(=O)[C@@H]3[C@](CC)(C1=O)N2C(=O)c1ccccc1`?
TbREL1 inh: -3

How did Cc1cc(C)c2cc(CN(CCO)C(c3nnnn3Cc3ccc(F)cc3)C(C)C)c(=O)[nH]c2c1 (stereo not drawn) do in these assays?
TbREL1 inh: 0

Results for C[C@H](CO)N1C[C@H](C)[C@H](CN(C)C(=O)c2ccc(N3CCN(C)CC3)cc2)OCc2cnnn2CCCC1=O ?
TbREL1 inh: 0

Results for CCSc1nc(N)c(NC(=O)c2ccc(Br)o2)c(=O)[nH]1 ?
TbREL1 inh: 0

What do the screens show for `CCn1c(CNC(=O)c2cccc(C)c2)nnc1SCC(=O)Nc1cccc(OC)c1`?
TbREL1 inh: 5

Results for O=C(CSc1nnc(-c2ccccn2)o1)Nc1ccccc1Cl ?
TbREL1 inh: 6

Results for NC(=O)C1CCN(CCC(=O)Nc2cccc(Cl)c2)CC1 ?
TbREL1 inh: -1

Results for CC(C)OC(=O)/C(=C/c1cccnc1)NC(=O)c1ccccc1 ?
TbREL1 inh: 1

Results for CNc1sc(C(=O)c2ccccc2F)c(N)c1-c1nc2ccccc2s1 ?
TbREL1 inh: 3

What do the screens show for `CC(C)CCNC(=O)CN(Cc1ccccc1)C(=O)CCC(=O)Nc1nccs1`?
TbREL1 inh: 1

How did Cc1cccc(C)c1NC(=O)CSc1nnc(CCCCCNC(=O)OC(C)(C)C)o1 do in these assays?
TbREL1 inh: 1

What do the screens show for `Cc1ccccc1-c1ccc(Nc2ccc(C(=O)N3CCOCC3)cc2)nn1`?
TbREL1 inh: 0

Results for CNC(=O)c1nc(C)c(C2(C)CC(c3ccccc3)=NO2)s1 (stereo not drawn) ?
TbREL1 inh: 4

Results for CC(NC(=O)CN1C(=O)NC2(CCCCCC2)C1=O)c1ccccc1 (stereo not drawn) ?
TbREL1 inh: 1

How did Cc1cc(NC(=O)CCC(=O)N(CC(=O)NC2CCCC2)c2ccc(Cl)cc2)no1 do in these assays?
TbREL1 inh: -1

How did CC1CCCN(C(=O)Cc2ccc(F)cc2)C1 (stereo not drawn) do in these assays?
TbREL1 inh: 6

What do the screens show for `NS(=O)(=O)c1cccc(NC(=O)c2ccc(NS(=O)(=O)c3cccc([N+](=O)[O-])c3)cc2)c1`?
TbREL1 inh: -1

Results for COc1ccc(NC(=O)N(C)C[C@H]2Oc3c(NC(=O)C4CCCCC4)cccc3C(=O)N([C@H](C)CO)C[C@@H]2C)cc1 ?
TbREL1 inh: -2

What do the screens show for `CCC1(C)Cc2ccccc2C(Nc2c(C)n(C)n(-c3ccccc3)c2=O)=N1` (stereo not drawn)?
TbREL1 inh: -2

How did CCCCC1=CC2=CC(=O)C(C)(OC(=O)CC)C(=O)C2=CN1C1CCCCC1 (stereo not drawn) do in these assays?
TbREL1 inh: -2

Of the compounds above, these contain a nitro group on carbon:
What do the screens show for `Cc1nn(CC(=O)Nc2nccs2)c(C)c1[N+](=O)[O-]`?
TbREL1 inh: -3

How did O=[N+]([O-])c1ccc(-c2nc(NCC3CCCO3)c3ccccc3n2)cc1 (stereo not drawn) do in these assays?
TbREL1 inh: 0

What do the screens show for `NS(=O)(=O)c1cccc(NC(=O)c2ccc(NS(=O)(=O)c3cccc([N+](=O)[O-])c3)cc2)c1`?
TbREL1 inh: -1

(further entries)
How did CCn1nc(NC(=O)c2ccco2)c2cc3ccccc3nc21 do in these assays?
TbREL1 inh: 1

How did O=C(Nc1ccc2ccccc2c1)c1cccc2ccccc12 do in these assays?
TbREL1 inh: 4

What do the screens show for `CCN(CC)S(=O)(=O)c1ccc2[nH]c(=O)cc(C(=O)N(C)C3CCS(=O)(=O)C3)c2c1` (stereo not drawn)?
TbREL1 inh: 2

What do the screens show for `CS(=O)(=O)c1ccc(Cl)c(S(=O)(=O)NCc2ccccc2)c1`?
TbREL1 inh: -1

Results for CCC(=O)N1CCc2cc(S(=O)(=O)CCC(=O)Nc3nc(C)cs3)ccc21 ?
TbREL1 inh: 1

Results for CS(=O)(=O)N(CC(=O)N1CCCC1)Cc1ccc(Cl)cc1 ?
TbREL1 inh: 6

How did COc1cc(NCc2ccccc2)c2ncn(C(C)C)c2c1 do in these assays?
TbREL1 inh: -6

Results for CC(=O)c1cccc(Nc2nc(=O)c3cccnc3s2)c1 ?
TbREL1 inh: 1

How did COc1cc2c(cc1NC(=O)C(C)N1CCN(S(=O)(=O)c3ccc(C)c(C)c3)CC1)oc1ccccc12 (stereo not drawn) do in these assays?
TbREL1 inh: 5

What do the screens show for `Cc1ccnc2nc(C(=O)OCC(=O)NC(=O)NCc3ccco3)nn12`?
TbREL1 inh: 2

Results for CC(C)N(Cc1ccccc1)C(=O)CSc1nccn1C ?
TbREL1 inh: -2

What do the screens show for `CCCSc1nsc(NC(=O)Nc2ccc(F)cc2F)n1`?
TbREL1 inh: 3

Results for CC(=O)c1c(C)[nH]c(C(=O)Nc2cc(C)ccc2C)c1C ?
TbREL1 inh: 0
